NS5 inhibitors – Dengue-2 NS5 methyltransferase inhibitors, primary screen, biochemical, confirmation dose response (AID 588689) | 0.3% of 340,000 active | Dengue-2 NS5 methyltransferase capping enzyme assay, biochemical; higher % means a stronger effect | inhibition, % at 25 µM; hits with a dose series show IC50 in µM; in the data active = a potency from the dose series; inconclusive = inhibition above about 29% without an active follow-up result
LYP inhibition – inhibitors of LYP phosphatase, biochemical, fluorescence intensity, uHTS (AID 1779). Tyrosine-protein phosphatase non-receptor type 22 (Homo sapiens). recombinant LYP phosphatase, fluorescence intensity; higher % means a stronger effect. inhibition, % at 11.5 µM; hits with a dose series show IC50 in µM. 0.054% of 290,000 active;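 note: plate controls were vehicle with enzyme for no effect and no enzyme for full effect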
NOD2 inhibition – NOD2 signaling inhibitors, cell-based, luminescence, uHTS, HEK293 (AID 1566); HEK293 NOD2/NF-kB luciferase reporter, luminescence; higher % means a stronger effect; 0.63% of 290,000 active; inhibition, % at 4 µM; hits with a dose series show EC50 in µM; note: many of its hits are not listed in these tables
SIAH1 antagonists – Siah-1 peptide-binding antagonists, primary screen, biochemical, fluorescence polarization, rhodamine-plectin, uHTS (AID 1817); E3 ubiquitin-protein ligase SIAH1 (Homo sapiens); Siah-1 / rhodamine-plectin peptide fluorescence polarization; higher % means a stronger effect; displacement, % at 20 µM; hits with a dose series show IC50 in µM; 0.02% of 290,000 active;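 active = displacement of at least 50% at 20 µM, with a fluorescence ratio check between 0.3 and a set limit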;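 note: plate controls were Siah plus tracer with DMSO for no effect and tracer alone without Siah for full effect; strong numbers were not always called active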
AID2073 – inhibitors of Mint1-CaV2.2 protein interaction, biochemical, HTRF (AID 2073); Voltage-dependent N-type calcium channel subunit alpha-1B (Homo sapiens); HTRF protein-protein interaction, Mint1-CaV2.2; higher % means a stronger effect; one-dose inhibition, % at 20 µM; IC50 in µM for titrated hits; 0.19% of 290,000 active; in the data active = inhibition mostly above about 51%, no sharp cut-off; inconclusive = no clear call, values can overlap the other calls; inactive = mostly below about 53%; note: some results filed as inactive read as strong as hits
Myeloid diff 2 – induction of myeloid progenitor differentiation, primary screen, cell-based, flow cytometry, MLPCN library | calls only at 10 µM | 1% of 360,000 active | AID 624256, 2012 | ER-HoxA9 myeloid progenitors, lysozyme-GFP differentiation;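 active = normalized GFP-positive differentiation at or above the plate's own cutoff, the solvent-only control mean plus 3 SD; inconclusive = no clear call, values can overlap the other calls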;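 note: cells exposed to compound for four days before flow analysis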
HIV fusion peptide – inhibitors of HIV fusion peptide binding, primary screen, biochemical, uHTS, fluorescence dequenching (AID 1986). cell-free peptide binding, fluorescence dequenching, 30 min; higher % means a stronger effect. inhibition, % at 20 µM; hits with a dose series show IC50 in µM. 0.3% of 290,000 active; in the data active = inhibition mostly above about 52%, no sharp cut-off; inactive = mostly below about 76%; note: some results filed as inactive read as strong as hits
Hep lipid drop – inhibitors of hepatocyte lipid droplet formation, primary screen, imaging, high-throughput imaging, BODIPY stain; AML12 mouse hepatocytes, oleate lipid droplets; inhibition, % at 6.5 µM; 0.4% of 240,000 active;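 active = lipid droplet intensity inhibited by at least 50%, with more than 500 cells counted; inconclusive = wells with under 300 cells, treated as cytotoxic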
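Material: mouse AML12 hepatocyte cell line, fixed after treatment; Timing: compound with oleate, overnight; Technique: high-content imaging of BODIPY-stained droplets and DAPI nuclei; Probe or stimulus: oleate, 100 µM final; Dosing: compound at 6.5 µM only.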
XIAP antagonists – XIAP antagonists, biochemical, IAP family, fluorescence polarization (AID 1018); E3 ubiquitin-protein ligase XIAP (Homo sapiens); XIAP BIR domain, fluorescence polarization peptide displacement; higher % means a stronger effect; displacement, % at 20 µM; hits with a dose series show IC50 in µM; 0.007% of 200,000 active; in the data active = displacement above about 50%; note: a part of the inactive calls stands beside numbers as strong as those of hits
Hep lipid drop cells 6.5 µM – second read-out of Hep lipid drop, no call of its own (marks repeat the call); cell count; measured here: cell count, cytotoxicity flag;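 cells counted across two imaged fields per well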
NS5 inhibitors pilot replicate – recorded beside NS5 inhibitors, whose call it bears; inhibition, %; measured here: pilot screen replicate inhibition
Myeloid diff 2 GFP+ MAC1+ % – further read-out of Myeloid diff 2, marked with its call; GFP+ MAC1+ double positive, %; measured here: differentiation confirmed by MAC1 staining
* = called active by the depositor; i = inactive; ? = inconclusive; · = not tested or not shown. Cut-off read from the data, not from the text of the source, unless noted: active = inhibition above about 50%; inactive = the rest. Only part of the results is shown (hit frequency here may not be typical).

SMILES	NS5 inhibitors	LYP inhibition	NOD2 inhibition	SIAH1 antagonists	AID2073	Myeloid diff 2	Myeloid diff 2 GFP+ MAC1+ %	HIV fusion peptide	Hep lipid drop	Hep lipid drop cells 6.5 µM	XIAP antagonists	others
CC1(C)Cc2c(C#N)c(NC3CCCCC3)nc(-c3ccco3)c2CO1	-16%	20%	4%	2%	21%	i	2.5	26%	-12	632	-1.1%
CCN(CC)CCOCCOc1ccc(Cl)c2ccccc12	-8%	-7%	12%	4%	-7%	i	0.1	1.2%	-1	693	-1.6%
COC(=O)c1ccc(C2C(C(=O)c3ccco3)=C(O)C(=O)N2CC2CCCO2)cc1 (centres undefined)	-2%	-4%	13%	-1%	3%	i	0.8	-1.2%	0	848	·
Cc1ccnc2nc(C(=O)Nc3nnc(-c4ccc(Cl)cc4)o3)nn12	-7%	-3%	9%	12%	14%	i	0.5	13%	2	723	-1.6%
O=c1c2c(nc3nc[nH]n13)CCC2	-6%	-6%	7%	0%	-1%	·	·	18%	16	851	-1.9%
O=c1[nH]c2cc3c(cc2cc1C(c1nnnn1C1CCCC1)N1CCSCC1)OCCO3 (centres undefined)	-1%	-5%	4%	-2%	-1%	i	0.8	0.9%	·	·	0.0%
CSc1nc(SC(C)C(=O)O)c2c3c(sc2n1)COC(C)(C)C3 (centres undefined)	-10%	-4%	19%	15%	23%	i	0.2	1.7%	-3	696	·
COc1ccc(-c2cc3ccc(OC(C)C(=O)O)cc3oc2=O)cc1 (centres undefined)	6%	0%	4%	2%	?	i	0.3	5.0%	-1	787	·
N=C1C(c2ccccc2)=C(O)CN1NC(=O)c1ccc(Cl)cc1	7%	-6%	4%	-2%	-7%	i	0.1	-1.2%	-16	695	0.5%
O=C(N/N=C/c1ccc(OC(=O)c2ccccc2)cc1)c1cccnc1	-6%	1%	10%	2%	8%	i	2.1	-1.1%	-7	803	·
CCN(CC)CCN(C(=O)c1cc2c(ccc3ccccc32)oc1=O)c1nc2cc3c(cc2s1)OCCO3	-5%	-5%	-4%	-2%	11%	i	2.4	3.9%	16	847	·
CCOC(=O)C(C)Sc1nnc(-c2ccccc2O)n1Cc1ccccc1 (centres undefined)	-8%	4%	0%	0%	4%	i	0.6	0.6%	·	·	-6.1%
Cc1cccc(-n2c(O)c(C=Nc3ccc(O)cc3)c3ccccc3c2=O)n1	0%	-4%	3%	-4%	-6%	i	1.1	-2.0%	8	709	-1.9%
O=C(NCc1ccccn1)c1cccc([N+](=O)[O-])c1	1%	-6%	1%	-1%	7%	i	1.1	0.3%	·	·	-3.4%
COc1cc(C(=O)Nc2ccccc2N2CCOCC2)ccc1OCc1c(C)noc1C	-3%	-3%	2%	7%	9%	i	0.5	6.3%	-3	627	-0.4%
NC(=O)CSc1nc2ccccc2n1-c1ccccc1	3%	0%	-20%	0%	-2%	i	0.4	-0.3%	0	738	-7.5%
O=C(CC1SC2=NCCN2C1=O)Nc1ccc(Br)cc1 (centres undefined)	-1%	-5%	-1%	5%	6%	i	1.1	0.8%	-18	746	-2.9%
O=C(NC1CCCCC1)C(c1cccs1)N(CC1CCCO1)C(=O)c1csnn1 (centres undefined)	0%	-8%	-14%	-1%	-2%	i	1.2	-0.6%	·	·	-5.4%
COc1ccc(C(C#N)N2CCCCCC2)cc1OC (centres undefined)	-6%	1%	2%	-2%	33%	i	1.3	3.0%	·	·	2.8%
COCCCNC(=S)Nc1ccc(C)cc1	-2%	-1%	-5%	8%	12%	i	0.4	-0.2%	2	792	·

Entries shown so far containing a furan ring, fused or not, in the order listed:
SMILES	NS5 inhibitors	LYP inhibition	NOD2 inhibition	SIAH1 antagonists	AID2073	Myeloid diff 2	Myeloid diff 2 GFP+ MAC1+ %	HIV fusion peptide	Hep lipid drop	Hep lipid drop cells 6.5 µM	XIAP antagonists	others
CC1(C)Cc2c(C#N)c(NC3CCCCC3)nc(-c3ccco3)c2CO1	-16%	20%	4%	2%	21%	i	2.5	26%	-12	632	-1.1%
COC(=O)c1ccc(C2C(C(=O)c3ccco3)=C(O)C(=O)N2CC2CCCO2)cc1 (centres undefined)	-2%	-4%	13%	-1%	3%	i	0.8	-1.2%	0	848	·

The listing picks up with the three entries that preceded the break.
SMILES	NS5 inhibitors	LYP inhibition	NOD2 inhibition	SIAH1 antagonists	AID2073	Myeloid diff 2	Myeloid diff 2 GFP+ MAC1+ %	HIV fusion peptide	Hep lipid drop	Hep lipid drop cells 6.5 µM	XIAP antagonists	others
O=C(NC1CCCCC1)C(c1cccs1)N(CC1CCCO1)C(=O)c1csnn1 (centres undefined)	0%	-8%	-14%	-1%	-2%	i	1.2	-0.6%	·	·	-5.4%
COc1ccc(C(C#N)N2CCCCCC2)cc1OC (centres undefined)	-6%	1%	2%	-2%	33%	i	1.3	3.0%	·	·	2.8%
COCCCNC(=S)Nc1ccc(C)cc1	-2%	-1%	-5%	8%	12%	i	0.4	-0.2%	2	792	·
N#CCN1CCC/C1=C\[N+](=O)[O-]	-1%	-2%	-21%	-3%	-4%	i	5.7	-2.6%	·	·	-5.9%
Cn1c(=O)c2c(nc(N/N=C/c3ccco3)n2C)n(C)c1=O	-4%	0%	-11%	-4%	-8%	i	0.4	-2.6%	-37	659	-11%
O=S(=O)(Nc1nc(-c2ccccc2)cs1)c1cc(Cl)ccc1Cl	28%	-6%	-2%	5%	-1%	i	0.7	47%	6	821	·
COCCCNC(=O)CCc1nnc(Cc2ccc(-c3ccccc3)cc2)o1	-13%	0%	4%	9%	6%	i	0.3	1.7%	6	727	-4.5%
CCOC(=O)c1c(NC(=O)COc2ccccc2C#N)sc2c1CC(C)(C)NC2(C)C	0%	-6%	22%	-3%	2%	i	1.4	-1.1%	21	760	·
COc1cccc(CN2C(=O)C3CCCN3c3ccc(S(=O)(=O)N4CCOCC4)cc32)c1 (centres undefined)	·	7%	-5%	-4%	34%	·	·	1.3%	·	·	-6.6%
CCN(CC(=O)NCc1ccc(Cl)cc1)S(=O)(=O)c1ccc(F)cc1	-4%	-9%	20%	-7%	4%	i	0.6	-1.8%	·	·	·
OC(CN1CCC(Cc2ccccc2)CC1)C(F)(F)F (centres undefined)	-5%	-8%	-3%	3%	43%	i	0.8	-0.8%	8	744	·
CC(C)(C)c1ncc(S(=O)(=O)c2ccc(C(F)(F)F)cn2)c(N)n1	-6%	-6%	3%	13%	0%	i	0.4	0.6%	1	739	·
Cc1ccc2c(c1)N(C(=O)CCC(=O)NCCCN1CCN(C)CC1)CCO2	-3%	-13%	22%	-6%	-1%	i	2.0	1.3%	-33	765	·
Cc1onc(-c2ccccc2)c1C(=O)N/N=C/c1ccc(O)c([N+](=O)[O-])c1	2%	-5%	21%	0%	-8%	i	0.7	-1.3%	0	708	·
CCOC(=O)CN1C(=O)S/C(=C/c2cc(C)n(-c3ccccn3)c2C)C1=O	-3%	-4%	-19%	4%	-5%	i	1.9	0.4%	1	796	-1.7%
COc1ccc(CC(=O)NC2CCN(Cc3nnnn3C(C)(C)C)CC2)cc1OC	7%	-2%	0%	4%	-3%	i	0.7	1.3%	5	732	-9.3%	NS5 inhibitors pilot replicate=-2.0
COc1ccc(CN(C(=O)c2cc3ccccc3oc2=O)C2CCCCC2)cc1OC	-10%	-6%	-29%	-5%	10%	i	1.1	-1.4%	4	759	-16%
O=C(NNC(=O)c1nn(-c2ccc(F)cc2)ccc1=O)c1ccccc1Cl	-6%	-7%	23%	-2%	-1%	i	0.7	-6.3%	11	705	·
O=C(COc1ccccc1)Nc1ccc(N2CCN(C(=O)c3cccs3)CC2)cc1	-1%	5%	9%	0%	-3%	i	0.4	-2.2%	0	737	-1.7%
O=C(CSc1nnc(NC(=O)C2CC(=O)N(c3ccc(F)cc3)C2)s1)NCc1ccco1 (centres undefined)	2%	-6%	8%	2%	21%	i	1.7	14%	6	836	·
CCOC(=O)C1CCN(C(=O)C2(NC(=O)Nc3cccc(F)c3)CCCCC2)CC1	-7%	-7%	-12%	-1%	27%	i	0.6	0.4%	2	738	-6.5%
COC(=O)CC1COc2ccccc2N1C(=O)c1ccc(C(C)(C)C)cc1 (centres undefined)	-3%	7%	33%	3%	-1%	i	1.8	0.2%	·	·	-0.9%
CN1CC(=O)N(CC(=O)N2CCC(Cc3ccccc3)CC2)C1=O	-12%	0%	-18%	-4%	8%	i	0.1	-1.3%	24	679	-3.4%
Cc1cc(C)nc(SCC(=O)Nc2ccc(S(=O)(=O)Nc3nccs3)cc2)n1	-1%	26%	10%	6%	3%	i	5.0	2.6%	8	691	-4.2%

Arranged by SMILES length (lowest first): part of the list above.
SMILES	NS5 inhibitors	LYP inhibition	NOD2 inhibition	SIAH1 antagonists	AID2073	Myeloid diff 2	Myeloid diff 2 GFP+ MAC1+ %	HIV fusion peptide	Hep lipid drop	Hep lipid drop cells 6.5 µM	XIAP antagonists	others
COCCCNC(=O)CCc1nnc(Cc2ccc(-c3ccccc3)cc2)o1	-13%	0%	4%	9%	6%	i	0.3	1.7%	6	727	-4.5%
COc1ccc(CC(=O)NC2CCN(Cc3nnnn3C(C)(C)C)CC2)cc1OC	7%	-2%	0%	4%	-3%	i	0.7	1.3%	5	732	-9.3%	NS5 inhibitors pilot replicate=-2.0
CC(C)(C)c1ncc(S(=O)(=O)c2ccc(C(F)(F)F)cn2)c(N)n1	-6%	-6%	3%	13%	0%	i	0.4	0.6%	1	739	·

High-throughput results as filed in PubChem BioAssay.
